Screening data as filed in PubChem.
Furin inh: blocks human furin protease activity; P09958; purified furin, fluorogenic substrate cleavage; inhibition, % at 30 µM; actives 0.061% (n = 220,000); AID 463115; in the data active means inhibition above about 25%; further: inactives centre near -15
Target sequence (P09958 108-714 limits assumed): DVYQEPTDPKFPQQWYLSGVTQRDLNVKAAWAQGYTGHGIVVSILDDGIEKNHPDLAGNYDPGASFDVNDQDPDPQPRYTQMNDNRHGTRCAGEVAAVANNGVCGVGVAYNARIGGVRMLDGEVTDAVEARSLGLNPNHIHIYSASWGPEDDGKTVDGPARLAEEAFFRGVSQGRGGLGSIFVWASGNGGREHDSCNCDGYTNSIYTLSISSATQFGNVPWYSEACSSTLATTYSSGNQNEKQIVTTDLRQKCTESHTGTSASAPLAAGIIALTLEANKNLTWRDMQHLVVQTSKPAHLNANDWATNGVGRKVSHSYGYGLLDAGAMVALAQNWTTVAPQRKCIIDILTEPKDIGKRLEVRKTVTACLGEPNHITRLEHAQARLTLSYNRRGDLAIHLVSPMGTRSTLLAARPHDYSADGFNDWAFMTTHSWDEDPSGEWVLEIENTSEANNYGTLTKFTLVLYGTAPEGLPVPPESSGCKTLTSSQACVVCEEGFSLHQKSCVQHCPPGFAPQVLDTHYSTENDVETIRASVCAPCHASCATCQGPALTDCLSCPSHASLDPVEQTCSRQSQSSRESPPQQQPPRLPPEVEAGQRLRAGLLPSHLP
p47phox inh: p47phox (human) inhibition. P14598. p47phox/p22phox peptide binding, fluorescence polarization, 2 h. inhibition, % at 24.7 µM. actives 0.53% (n = 220,000). AID 1274;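 active means inhibition above about 30%, limit read from the data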;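 further: 0% = p47phox with labelled peptide and 100% = labelled peptide alone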
TbHK1 inh: T. brucei hexokinase 1 inhibition. inhibition, % at 10 µM. AID 1430. actives 0.11% (n = 220,000). recombinant TbHK1, G6PDH-coupled NADH A340;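 active means inhibition of 50% or more in the single-dose primary screen; inactive means inhibition below 50%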
Runt-SMMHC FRET: blocks binding of human RUNX1 Runt domain to CBFb-SMMHC; AID 1434; Cerulean-Runt/Venus-CBFb-SMMHC FRET ratio 530/480, 1 h; actives 0.74% (n = 220,000); Q01196+Q13951; inhibition, % at 20 µM;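 active means mean inhibition across duplicate retests at 20 µM reaching about 50%, limit read from the data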;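 further: 0% = DMSO wells and 100% = wells with excess untagged CBFb-SMMHC; inhibitors lower the FRET ratio by blocking Runt binding to CBFb-SMMHC; some results filed as inactive read as strong as hits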
Runt-CBFb FRET: inhibitors of human RUNX1 Runt domain binding to CBFb; actives 0.46% (n = 220,000); AID 1496; inhibition, % at 20 µM; Cerulean-Runt/Venus-CBFb FRET ratio 530/480, 1 h;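 active means inhibition over about 50% at 20 µM in the single-dose screen, limit read from the data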;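 further: 0% = DMSO wells and 100% = excess unlabeled CBFb competitor control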
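System: Cerulean-labeled Runt domain protein | Quantity: 100 nM of each labeled protein | Schedule: 1 h compound exposure, room temperature | Detection: Fluorescence energy transfer, 422 nm excitation, 530/480 nm emission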
Calpain2 inh: blocks pig calpain II enzyme activity; AID 1236; actives 0.37% (n = 220,000); purified calpain II, fluorogenic peptide substrate, 30 min; inhibition, % at 16 µM;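 active means inhibition above about 50%, limit read from the data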
p97 ATPase inh: blocks human p97 ATPase activity; P55072; recombinant p97 ATPase, Kinase-Glo ATP luminescence, 3 h; inhibition, % at 8 µM; actives 0.42% (n = 220,000); in the data active means inhibition above about 15%;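 further: 0% = DMSO vehicle and 100% = wells lacking enzyme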
RBBP9 inhibitor: human RBBP9 hydrolase inhibition; recombinant RBBP9, FP-Rh probe fluorescence polarization; inhibition, % at 7.94 µM; actives 0.2% (n = 220,000);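 active means inhibition above the campaign mean of all tested compounds plus 3 SD, cut at about 14% in these data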;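 further: plate controls were DMSO wells with RBBP9 for no effect and wells lacking RBBP9 protein for full effect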
Target sequence (O75884 whole entry, looked up): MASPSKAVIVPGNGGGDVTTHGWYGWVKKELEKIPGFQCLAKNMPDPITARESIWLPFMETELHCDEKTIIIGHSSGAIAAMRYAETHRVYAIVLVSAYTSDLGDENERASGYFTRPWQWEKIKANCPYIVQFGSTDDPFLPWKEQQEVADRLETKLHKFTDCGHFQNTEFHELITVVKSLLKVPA
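Test system: recombinant human RBBP9. Quantity: 2.5 µM RBBP9 dispensing solution, before mixing. Detection: FP readout at 525/598 nm. Reagent: Serine-hydrolase probe FP-Rh, 375 nM pre-mixing. Measure: % inhibition. Control set: DMSO-treated enzyme wells and wells lacking RBBP9. Buffer or medium: Tris-NaCl-Pluronic buffer, pH 8.0. Times: preincubation 30 min plus labeling 45 min at 25 °C.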
EBV gp42 block: inhibitors of Epstein-Barr virus glycoprotein 42 | inhibition, % (tested at 21.74 µM) | Fluorescence polarization binding assay, mP read-out | actives 0.42% (n = 220,000) | Q1HVG2; in the data active means inhibition above about 50%
Target sequence (Q1HVG2 whole entry, looked up): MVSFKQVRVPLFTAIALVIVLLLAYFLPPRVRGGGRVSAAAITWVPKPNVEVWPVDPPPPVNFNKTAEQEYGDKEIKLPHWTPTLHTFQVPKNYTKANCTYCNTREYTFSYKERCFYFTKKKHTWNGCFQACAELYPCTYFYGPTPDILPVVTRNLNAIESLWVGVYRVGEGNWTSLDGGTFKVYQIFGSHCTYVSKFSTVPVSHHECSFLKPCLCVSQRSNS
The depositor's hits bear a star; i = inactive; . = no result given; [ ] = dose if it differs, or a comment.

SMILES	Furin inh	p47phox inh	TbHK1 inh	Runt-SMMHC FRET	Runt-CBFb FRET	Calpain2 inh	p97 ATPase inh	RBBP9 inhibitor	EBV gp42 block
CNC(=O)COC(=O)c1[nH]c(C)c(C(C)=O)c1C	-3[20 µM]	-7	8	4	2	-9	5	-1	-18
CSCCC(NC(=O)C1CCCCC1)c1nc2ccccc2[nH]1 (centres undefined)	-16	-7	-2	-6	6	11	8	-2	-17
O=[N+]([O-])c1cccc(-c2ccc(/C=N/n3c(-c4ccccc4)n[nH]c3=S)o2)c1	-12	-14	-26	-8	8	23	9	-4	-29
COCCNc1ccc(-c2nn(C)c(=O)c3ccccc23)cc1[N+](=O)[O-]	-18	-56	-3	-3	-3	12	-4	-8	-8
CCOC(=O)c1ccccc1NC(=O)c1nc2nccc(C)n2n1	-8[20 µM]	2	-14	-1	1	2	-1	-5	-7
COC(=O)c1c(NC(=O)CSc2nnnn2C)sc(C)c1C	-18[20 µM]	-22	-12	1	1	13	1	-7	-19
CCCSc1cc(=O)n(-c2ccccc2)nc1C(=O)OCC	-17[20 µM]	-6	-9	-1	-2	2	-3	-10	-3
CCN(c1ccccc1)S(=O)(=O)c1ccc(C(=O)Nc2nnc(CSC)o2)cc1	-22	-10	8	0	-1	-31	2	-3	-8
CC1=Nc2cccc3cccc(c23)N1	12[20 µM]	158*	-21	-34	-6	26	4	5	1
CCOC(=O)COc1ccc(S(=O)(=O)NCCC2=CCCCC2)cc1	-25[20 µM]	-5	2	0	0	29	1	1	0
CCc1ccc(C(=O)c2cncc(Br)c2)cc1	-13[20 µM]	-7	-7	1	2	11	-2	-8	11
CCCCOc1ccc(CONS(=O)(=O)c2ccc(NC(C)=O)cc2)cc1Cl	-12	-3	-3	0	-8	50*	-5	-48	12
CN1CCOCCOCCN(C)C(=O)N2CCOCCOCCN(CCOCC2)C1=O	-17[20 µM]	-5	-4	2	2	-23	-1	14	-2
COCCCNC(=S)N1CCC(C(=O)c2ccc3c(c2)OCCO3)CC1	-25	4	-8	1	-1	-24	2	1	-14
CCn1c(=O)c2cc(C(=O)N3CCN(C(=O)c4ccco4)CC3)sc2c2ccccc21	-24	-4	-28	-5	-4	-124	11	-1	-8

Just p97 ATPase inh and p47phox inh, for four of the compounds above:
| SMILES | p97 ATPase inh | p47phox inh |
| --- | --- | --- |
| CC1=Nc2cccc3cccc(c23)N1 | 4 | 158* |
| CCOC(=O)COc1ccc(S(=O)(=O)NCCC2=CCCCC2)cc1 | 1 | -5 |
| CCc1ccc(C(=O)c2cncc(Br)c2)cc1 | -2 | -7 |
| CCCCOc1ccc(CONS(=O)(=O)c2ccc(NC(C)=O)cc2)cc1Cl | -5 | -3 |

Other entries
SMILES	Furin inh	p47phox inh	TbHK1 inh	Runt-SMMHC FRET	Runt-CBFb FRET	Calpain2 inh	p97 ATPase inh	RBBP9 inhibitor	EBV gp42 block
O=C(/C=C\Nc1ccc2c(c1)OCO2)c1ccccn1	-20	-3	-10	24	2	-85	-18	3	-16
C=CCNc1cc(N2CCCC2)ccc1[N+](=O)[O-]	-7	-4	5	1	-2	30	-5	-1	0
CCN(CC)S(=O)(=O)c1ccc2oc(SCc3ccc(F)cc3)nc2c1	-20[20 µM]	-1	7	-2	-3	21	-7	-7	-9
Cc1cccc(NC(=O)CSc2nsc(SCC(=O)Nc3cccc(C)c3)c2C#N)c1	-2	-45	29	3	1	-6	2	-3	-34
Cc1ccc(C(=O)OCC(=O)Nc2cc(F)ccc2F)cc1NC(=O)c1ccco1	-14[20 µM]	22	-1	-2	-1	24	3	-7	-23
CCCOc1ccc2c3c(c(=O)oc2c1OCCC)CCC3	-20	-11	-3	3	-5	i	2	-5	-6
Cc1cc(-c2ccc(F)cc2)nc2cc(C(N)=O)nn12	-5[20 µM]	-9	-13	-2	2	-262	3	-6	2
COc1cc(C(=O)Nc2ccc3oc(-c4cccnc4)nc3c2)cc(OC)c1OC	-17	5	-1	4	-3	-39	3	-7	-5
O=C(Nc1ccc2c(c1)OCCO2)C1CCCN1S(=O)(=O)c1ccc(Cl)cc1 (centres undefined)	-18	-10	-1	-1	1	-16	5	-7	-11
COC(=O)c1ccc(C)c(NC(=O)Cc2coc3cc(OC)ccc23)c1	-16	-7	0	6	-2	-12	1	-10	-23
CCn1c(-c2ccc(F)cc2)n[nH]c1=S	-13[20 µM]	1	0	9	4	-13	4	2	-4
CC(=O)N1CCC2(CC1)C(C#N)=C(N)Oc1n[nH]c(CSc3ccc(C)cc3)c12	10	-3	4	1	-1	10	-5	-7	-16
CN(C(=O)COC(=O)c1ccc2c(c1)OCCO2)c1ccccc1	-11	0	0	-2	-1	1	-3	0	2
COc1nccnc1NS(=O)(=O)c1ccc(NC(=S)NC(=O)c2cccc(F)c2)cc1	-28	-5	-4	-3	2	-11	4	1	10
CC1(C)Cc2c(c(N3CCCCC3)[nH]c(=S)c2C#N)CS1	-20	-38	-14	-4	-2	12	0	-8	-24
O=C(COC(=O)c1c(Cl)cccc1Cl)Nc1ccccc1Br	-15	-7	-5	1	-1	36	-1	-10	-8
Cc1ccccc1OCCn1cc(C(=O)C(=O)N2CCOCC2)c2ccccc21	-3	0	-8	-1	-1	16	-2	-5	-2
O=C(Nc1ccccc1)c1sc(Cl)nc1-c1ccccc1	-23	-2	-1	3	-2	11	3	-8	-6
CC(=O)Nc1ccc(C2=NNC(=NCC3CCCO3)SC2)cc1 (centres undefined)	-2	-16	-20	-5	7	-26	-1	-2	0
CCN(CC)c1nc2c(c(=O)n(C)c(=O)n2C)n1CC(=O)c1ccccc1	-11	-11	-11	-8	2	4	4	-2	-21
CC(C)C(=O)NC(c1ccccc1)c1cc([N+](=O)[O-])c2cccnc2c1O (centres undefined)	-24	-11	15	4	0	-60	7	-3	-12
CCOc1ccc(NC(=O)CCn2c(=O)[nH]c3ccsc3c2=O)cc1	-21[20 µM]	-3	-4	1	2	-13	-4	-5	-8
Cc1nn2c(nc1=O)NNC2(C)C(C)(C)C (centres undefined)	-23	-10	3	0	0	-42	4	-1	-16
CC1CCN(CCOc2ccc(OCc3ccccc3)cc2)CC1	-10	-35	19	-4	-4	0	2	-6	0
Cc1cccc(NC(=O)Cn2cnc3c(oc4nc5c(cc43)COC(C)(C)C5)c2=O)c1	-13	-20	-3	-5	-3	5	7	-4	-25
OCCN1CCN(C2Cc3cc(Cl)ccc3Sc3ccc(Cl)cc32)CC1 (centres undefined) (tested in a mixture with another compound)	-23[20 µM]	-25	-2	10	-3	-31	-8	-3	-6
C/C(=C\C(=O)C(F)(F)F)Nc1ccc(C)cc1	5	-8	-2	-4	-3	15	-2	-10	1
COc1ccc(NC(=O)C2CCCC2)cn1	-24	-10	0	-1	-1	-33	4	-4	-6
Cc1ccccc1Nc1ncc(C#N)c(N)n1	-21	-2	0	-3	1	4	1	-2	-10
CN1CCN(C(=O)/C(=C\c2cccs2)NC(=O)c2cccs2)CC1	-3	-9	4	-6	0	-7	7	1	-9

3 entries from above, with values under each structure.
Every second line gives: Furin inh, p47phox inh, TbHK1 inh, Runt-SMMHC FRET, Runt-CBFb FRET, Calpain2 inh, p97 ATPase inh, RBBP9 inhibitor, EBV gp42 block
> CCCSc1cc(=O)n(-c2ccccc2)nc1C(=O)OCC
    -17[20 µM], -6, -9, -1, -2, 2, -3, -10, -3
> O=C(Nc1ccc2c(c1)OCCO2)C1CCCN1S(=O)(=O)c1ccc(Cl)cc1 (centres undefined)
    -18, -10, -1, -1, 1, -16, 5, -7, -11
> CCN(CC)S(=O)(=O)c1ccc2oc(SCc3ccc(F)cc3)nc2c1
    -20[20 µM], -1, 7, -2, -3, 21, -7, -7, -9

Following part.
SMILES	Furin inh	p47phox inh	TbHK1 inh	Runt-SMMHC FRET	Runt-CBFb FRET	Calpain2 inh	p97 ATPase inh	RBBP9 inhibitor	EBV gp42 block
COc1cc(S(=O)(=O)N(C)C2CCCCC2)c(C)cc1C	-14	7	6	0	-3	40	-6	-5	7
CCOC(=O)C1(C)NC(c2ccc(OC)c(OC)c2)C2C(=O)N(CC)C(=O)C21 (centres undefined)	-22[20 µM]	-9	9	-2	1	-20	-1	-5	-5
COc1ccccc1NC(=O)c1ccc2c(c1)nnn2C	-15	1	2	0	0	13	4	-2	5
Cc1ccc(-c2nnn(CC(=O)N(CC(=O)NC3CCCC3)c3cnc4ccccc4c3)n2)o1	-20	-5	-6	5	0	22	4	-1	27
COC(=O)CCc1c(C)c(C(=O)c2cc(F)c(F)c(F)c2F)c2ccccn12	0	-8	2	2	0	25	-8	-7	0
CCOCC(=O)Nc1cc(-c2cn3cccnc3n2)ccc1C	-40	-6	5	2	0	i	1	-2	-14
COc1cc(NC(=O)Cc2ccccc2)ccc1NC(=O)c1ccco1	-27	-9	2	4	0	16	6	-7	-1
COc1ccc(C(=S)Nc2ccc(N(C)C)cc2)cc1	-26[20 µM]	8	-2	-2	4	11	7	6	15
CC(=O)c1nn(-c2ccccc2)cc1C(=O)c1cccc(Br)c1	-9	1	-8	-1	-4	29	-8	-7	5
Brc1ccc(-n2c(SCc3nc4ccccc4[nH]3)nnc2-c2ccncc2)cc1	-8	-3	1	2	1	8	-3	-2	-16
O=c1c(Cc2ccc(F)cc2)c(O)ccn1Cc1ccc(F)cc1	-15	-9	-3	-6	1	-1	1	-1	0
COc1ccc(C(=O)N[C@H](C(=O)N2CCN(c3ccccc3F)CC2)C(C)C)cc1	-17	-5	-1	-1	-1	-18	5	-5	-12
Cc1sc(NC(=O)c2cccs2)nc1-c1ccccc1	-11	-34	1	-1	-3	7	-3	-7	-1
Cn1c(Cn2cnc3ccccc32)nnc1SCc1ccccc1	-18	-17	7	5	-2	-31	1	-4	-8
Cc1ccc(NC(=O)c2cc(C(C)(C)C)nn2Cc2ccccc2)cc1	-13	-12	8	1	-1	3	2	-7	-3
COC(=O)COc1ccc(S(=O)(=O)N2CCOCC2)cc1	-13	-9	8	-4	-2	-6	6	-8	-22
CC1(C)C=Cc2cc3ccc(=O)oc3cc2O1	-34	2	-15	10	42	-372	.	.	-8
Cc1nc2cc(N)ccc2n1-c1ccccc1	-22	4	-2	5	9	18	2	-5	-3
COc1cccc(-c2cc(C(F)(F)F)nc(-n3ccc([N+](=O)[O-])n3)n2)c1	-24	-13	-6	-3	-3	-27	7	-8	-7
COc1ccc(CNc2nc3ccccc3n2Cc2ccccc2)cc1OC	-25[20 µM]	-6	2	0	-3	-2	-1	-1	-7
CCCCOCCCNC(=O)N[C@@H](CCSC)C(=O)OC	-29	-5	7	-2	0	-16	3	-7	-18
Cc1occc1-c1nnc(SCC(=O)c2ccccc2)n1CC1CCCO1 (centres undefined)	-18	-15	-5	-9	2	3	-8	-7	-3
CCN1CCc2c(sc3c2c(NCc2ccco2)nc2nnnn23)C1	-17	-11	-9	44	15	-70	9	-1	-14
Cc1ccc(NC(=O)c2nc[nH]c2C(=O)N2CCN(c3ccccc3)CC2)cc1	-23	-17	-13	1	-2	-5	.	.	-5
COc1ccc(-n2c(C)cc(C(=O)Cn3c(NCCO)nc4ccccc43)c2C)cc1	-13	-6	-4	-1	-4	-99	-7	-1	-4
CCCn1c(NCc2cc(OC)ccc2OC)nc2ccccc21	-4	-8	-1	0	-3	-30	-9	-10	-13
CCC(C)OC(=O)C1=C(C)NC(=O)CC1c1ccccc1OC (centres undefined)	-9	4	8	-6	0	7	3	-1	-4
N#Cc1c(/N=C/c2cccnc2)sc2c1CCCC2	-6	-20	-16	-2	6	14	3	6	-10
Cc1c(C(=O)N2CCc3ccccc32)cnn1C	-29	1	-7	0	0	-9	3	-1	-2
Cc1ccc(NNC(=O)Nc2ccc(Cl)cc2)nn1	-25	-6	0	39	8	17	6	3	-12

This is a random part of the collection; any-hit rate near 2.7%.
